# HIF activator: HIF pathway transcriptional activators, primary screen, cell-based, U2OS HRE-luciferase, luminescence. activation, % at 7.5 µM (by protocol). U2OS HRE-luciferase reporter; normalized: DMSO 0%, desferrioxamine 100%. 300,000 compounds, 0.32% hits;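 active = mean activation of at least 10% of the iron chelator positive control signal, with at least half of replicates also reaching 10%; inconclusive = mean and replicate majority disagree about reaching 10%; inactive = mean and most replicates under 10%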
# GSK3beta inhib: human GSK3beta kinase inhibitors, primary screen, biochemical, cell-free homogeneous, HTS; AID 2097, 2009; GST-GSK3beta kinase, ADP-Glo luminescence, 60 min; stronger effect = lower value; 300,000 compounds, 0.038% hits; Glycogen synthase kinase-3 beta (Homo sapiens), P49841; activity score (negative = inhibition), % at 10 µM;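 active = more than half of replicate wells score below -50%, meaning over 50% inhibition versus plate controls; inconclusive = some replicates but at most half score below -50%; inactive = no replicate scores below -50%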;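 note: 0% = median DMSO wells and -100% = median GW8510 positive control wells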
# Target sequence (P49841 whole entry, looked up): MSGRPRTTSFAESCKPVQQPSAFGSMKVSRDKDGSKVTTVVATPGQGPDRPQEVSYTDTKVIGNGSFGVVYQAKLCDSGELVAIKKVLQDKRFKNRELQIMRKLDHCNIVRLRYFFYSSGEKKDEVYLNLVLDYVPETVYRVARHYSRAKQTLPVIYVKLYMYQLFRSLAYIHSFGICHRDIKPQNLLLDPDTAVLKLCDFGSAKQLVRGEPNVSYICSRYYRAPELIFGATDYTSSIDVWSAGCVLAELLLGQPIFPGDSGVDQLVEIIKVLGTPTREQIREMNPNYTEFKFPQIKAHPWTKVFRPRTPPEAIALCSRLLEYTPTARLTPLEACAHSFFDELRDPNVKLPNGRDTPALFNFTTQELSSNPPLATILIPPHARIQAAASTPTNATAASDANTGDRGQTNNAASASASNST
#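 Test system: GST-tagged human GSK3beta kinase, cell-free; evaluation: activity score scaled between in-plate DMSO and GW8510 controls; measured by: ADP-Glo luminescence; incubation: 60 min reaction, RT; benchmarks: DMSO and 20 µM GW8510; reagent: peptide substrate plus 25 µM ATP (final); medium: Tris/MgCl2 kinase buffer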
# HSP90 inh: HSP90 inhibitors, primary screen, cell lysate, luminescence. inhibition, % at 5.6 µM. Rabbit reticulocyte lysate, luciferase refolding luminescence, 3 h. Heat shock protein HSP 90 (rabbit reticulocyte lysate; luciferase refolding). 290,000 compounds, 0.91% hits;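 active = inhibition above the screen-wide mean plus 3 SD, computed separately per campaign, cut at about 16% in these data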;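 note: 0% = DMSO wells and 100% = 60 µM geldanamycin wells; inhibitors lower the luminescence because luciferase stays unfolded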
# KLF5 inhibitor: KLF5 expression inhibitors, primary screen, DLD-1 cells, luminescence; DLD-1 KLF5 promoter-luciferase reporter; inhibition, % at 5 µM; 290,000 compounds, 0.23% hits; AID 1700, 2009;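 active = inhibition above a per-plate limit of that plate's mean compound inhibition plus 3 SD, cut at about 60% in these data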;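 note: 0% = DMSO wells and 100% = LY294002 at 200 µM; higher means less KLF5 promoter-driven luciferase light; inactives centre near -14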
# IEC-6 cytotox: cytotoxicity in IEC-6 intestinal epithelial cells, primary screen, cytotoxicity control for KLF5 inhibitor project, cell-based, luminescence | inhibition, % at 5 µM | 290,000 compounds, 0.78% hits | IEC-6 cytotoxicity, luminescence viability; in the data active = inhibition above about 22%;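 note: 0% = plate median of test compound wells and 100% = cytotoxic reference compound wells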
# aSyn UTR inh: MLPCN primary screen, SNCA 5' untranslated region | alpha-synuclein 5'UTR reporter, inhibitor activity | AID 1813, 2009 | 300,000 compounds, 0.82% hits | inhibition, % (tested at 7.5 µM); in the data active = inhibition above about 60%; inconclusive = no clear call, values can overlap the other calls;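 note: H4 neuroglioblastoma cells stably carrying SNCA 5'UTR luciferase fusion; 0% = DMSO wells and 100% = positive control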
# AI-2 QS modul: Vibrio harveyi AI-2 quorum sensing modulators, primary screen, JMH597 strain, luminescence/OD600 ratio; Vibrio harveyi JMH597 AI-2 luminescence/OD600 ratio, 9 h; stronger effect = lower value; strain lacks LuxN and CqsS sensors; 0 = neutral-control median; activity change, % at 7.5 µM; 300,000 compounds, 0.4% hits; AID 2094, 2009; in the data active = activity change below about -75%, passing the limit was not always enough; inconclusive = no clear call, values can overlap the other calls;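 note: luminescence divided by OD600 gain over 9 h not by final OD600 alone; inactives centre near 13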
# HSF1 activator: HSF-1 activators, primary screen, NIH3T3-HGL cells, MG132 stress, luminescence, single point; 300,000 compounds, 1.7% hits; NIH3T3-HGL HSF-1 luciferase reporter, 8 h; 100% = twice DMSO control signal; activation, % at 9 µM;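 active = mean replicate activation of at least 50% with a set share of replicates each reaching 50%; inconclusive = only one of those two conditions met; inactive = mean below 50% and too few replicates reaching it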;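 note: 0% = median of the neutral control wells and 100% = twice that signal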
# HSF1 inh: HSF1 inhibitors in luciferase reporter cells, primary screen, cell-based, NIH3T3, luminescence | NIH3T3-HGL HSE-luciferase, MG132-induced, luminescence 8 h; stronger effect = lower value | activity change, negative = inhibition, % at 7.5 µM (by protocol) | 300,000 compounds, 0.77% hits | AID 2098, 2009;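 active = more than half of replicate wells show activity change below -50%, luminescence cut by over half; inconclusive = some wells, but at most half, below -50%; inactive = no replicate well below -50%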;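 note: luciferase reports HSF-1 transcriptional activity via heat shock element; 0% = median of DMSO wells and -100% = zero luminescence signal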
# GSK3A inh: blockers of GSK3A enzyme activity – biochemical, luminescence, cell-free homogeneous, HTS, primary screen. Glycogen synthase kinase-3 alpha (Homo sapiens), P49840. GSK-3 alpha kinase, ADP-Glo luminescence, 60 min. inhibition, % at 10 µM. 320,000 compounds, 0.1% hits;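 in the data active = inhibition above about 50%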;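 note: GST-tagged GSK-3 alpha with peptide substrate and 25 µM ATP; 0% = DMSO neutral wells and 100% = GW8510 positive control wells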
# Target sequence (P49840 whole entry, looked up): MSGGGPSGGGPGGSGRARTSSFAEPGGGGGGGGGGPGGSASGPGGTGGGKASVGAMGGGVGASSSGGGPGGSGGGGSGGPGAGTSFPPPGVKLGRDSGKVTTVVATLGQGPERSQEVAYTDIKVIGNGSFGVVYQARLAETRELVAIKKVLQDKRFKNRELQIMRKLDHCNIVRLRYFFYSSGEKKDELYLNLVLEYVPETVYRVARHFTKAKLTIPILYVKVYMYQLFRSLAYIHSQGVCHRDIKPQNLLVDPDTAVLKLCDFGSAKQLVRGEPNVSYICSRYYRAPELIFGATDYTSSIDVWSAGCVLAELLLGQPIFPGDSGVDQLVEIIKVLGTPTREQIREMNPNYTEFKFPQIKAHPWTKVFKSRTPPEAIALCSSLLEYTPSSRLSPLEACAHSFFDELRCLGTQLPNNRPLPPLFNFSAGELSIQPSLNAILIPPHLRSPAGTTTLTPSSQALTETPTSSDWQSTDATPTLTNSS
# * marks the source's active call; other numbers are inactive results; ? = inconclusive; / = not tested or not shown.
SMILES,HIF activator,GSK3beta inhib,HSP90 inh,KLF5 inhibitor,IEC-6 cytotox,aSyn UTR inh,AI-2 QS modul,HSF1 activator,HSF1 inh,GSK3A inh
COc1ccc(NC(=O)CN(C)S(=O)(=O)c2ccc3c(c2)c(=O)n(C)c(=O)n3C)cc1,0.0,5,-3,-22,-4,-9,17,-8,3,0
CN(CC(=O)Nc1ccncc1)S(=O)(=O)c1ccc(Br)cc1,-0.5,3,-7,-18,-9,-15,21,2,-1,1
Cc1cc(Cl)ccc1OCCCC(N)=O,-0.5,1,-1,-17,-4,8,6,1,2,-3
O=c1cc(N2CCOCC2)cnn1-c1ccccc1,1.8,-5,-2,-39,2,-123,15,33,12,-1
Cc1ccc(-n2nc(-c3cccs3)cc2C(=O)NCC2CCCO2)c(C)c1 (stereo unspecified),-0.4,-3,0,-33,-3,0,28,-22,-23,-2
COc1ccc(NC(=O)COC(=O)CNS(=O)(=O)c2ccc(C)cc2)c(OC)c1,/,0,-1,-1,-6,-22,12,9,-7,1
CO/N=C/NC(=O)c1cn(-c2ccc(F)cc2)c(=O)c2ccccc12,0.0,5,3,-6,-1,23,29,9,0,3
Cc1c(/C=N/NC(=O)c2ccccc2O)c2ccccn2c1C(=O)c1ccc(F)cc1,-23,3,-4,-1,-8,14,29,0,0,/
NS(=O)(=O)c1ccc(CCNC(=O)C(=O)NCC2OCCN2C(=O)c2ccc3c(c2)OCO3)cc1 (stereo unspecified),0.2,-6,1,-4,2,2,8,-3,-7,-2
CCCCC1=CC2=CC(=O)C(C)(OC(=O)CC)C(=O)C2=CN1CCCCO (stereo unspecified),-0.1,-2,/,/,/,3,22,3,-1,0
CC#CCN1c2ccccc2[C@]23C[C@@H](C(=O)OC)N(C(=O)c4cc(C)oc4C)C2=NC(C(=O)OC)=C(C(=O)OC)[C@H]13,-0.2,0,/,/,/,-13,8,-1,-2,-2
Cc1csc(NC(=O)CN2CCCCCC2)n1,0.0,1,-2,-19,0,15,7,-32,-15,-1
CCOc1ccc(OCCSc2nnnn2C2CCCCC2)cc1,0.5,-1,1,6,0,-16,18,10,-3,-2
Cc1ccc(S(=O)(=O)NCCC(=O)Nc2ccc(Cl)c(Cl)c2)cc1,-0.7,-2,2,-6,2,5,-2,8,0,-1
CN(C)S(=O)(=O)c1cc(NC(=O)COC(=O)/C=C/c2ccco2)ccc1Cl,-0.2,0,-2,0,-3,11,-26,3,6,-1
CSc1ccc(NC(=O)NCc2ccccc2)cc1,3.3,-1,0,-49,1,-152,-42,17,14,0
COc1cccc(/C=C2\SC(=S)N(C(C(=O)O)c3ccccc3)C2=O)c1OC (stereo unspecified),0.1,5,12,-28,2,-14,66,-12,-1,-5
COc1ccc(C2C(C(=O)c3ccco3)=C(O)C(=O)N2Cc2cccnc2)cc1OC (stereo unspecified),0.0,3,1,-29,3,7,27,10,-3,-4
CC1CC/C(=N/Nc2ccccc2)C(=O)N1 (stereo unspecified),0.6,3,5,-20,-4,-53,8,8,-2,-2
CCc1c(O)nc(SCC(=O)Nc2ccccc2OC)n(-c2ccccc2C)c1=O,-0.6,-4,4,-26,1,-26,-4,2,-1,-1
Cc1cccn2c(=O)c(C=O)c(N3CCN(c4ccccc4)CC3)nc12,-0.1,2,-3,14,10,-8,13,10,6,2
Cc1ccc(S(=O)(=O)N2CCN(C(=O)c3c(-c4ccccc4)noc3C)CC2)cc1C,0.1,2,-1,-3,0,21,24,5,-2,-4
C=CCOC(=O)C(C#N)c1nc2ccccc2nc1N1CCN(c2ccccc2OCC)CC1 (stereo unspecified),0.6,3,4,-32,0,20,18,14,11,-1
Cc1cccc(C)c1NC(=O)CN(C)C(=O)c1cccc(NS(=O)(=O)c2ccccc2)c1,-0.3,0,/,/,/,-1,4,-5,3,-2
CC(=O)C[C@H]1c2ccccc2S(=O)(=O)N1c1ccccc1,-0.2,0,/,/,/,13,-3,2,-1,-4

# Reprinted from the part before: 2 compounds, then new ones.
SMILES,HIF activator,GSK3beta inhib,HSP90 inh,KLF5 inhibitor,IEC-6 cytotox,aSyn UTR inh,AI-2 QS modul,HSF1 activator,HSF1 inh,GSK3A inh
Cc1cccc(C)c1NC(=O)CN(C)C(=O)c1cccc(NS(=O)(=O)c2ccccc2)c1,-0.3,0,/,/,/,-1,4,-5,3,-2
CC(=O)C[C@H]1c2ccccc2S(=O)(=O)N1c1ccccc1,-0.2,0,/,/,/,13,-3,2,-1,-4
O=C(C1CCN(S(=O)(=O)N2CCC3(CC2)OCCO3)CC1)N1CCc2ccccc2C1,-0.3,2,-3,-35,-2,11,27,-10,-7,3
OC(CC#CCN1CCCC1)(c1ccccc1)c1ccccc1,0.0,-2,-2,-6,-3,-13,9,0,-4,-2
O=C(N/N=C/c1cccs1)c1cc(-c2cccc3ccccc23)n[nH]1,3.3,-3,6,-60,5,-104,35,25,7,-1
CCOC(=O)N1CCC(=NNS(=O)(=O)c2cccc([N+](=O)[O-])c2)CC1,-0.9,-1,2,3,0,-2,16,0,3,-1
CCOC(=O)N1CCC(n2c(SCC(=O)N3CCC(C)CC3)nc3ccccc3c2=O)CC1,-0.3,1,-1,-1,-5,10,9,11,6,0
CCN(CC)Cc1c(O)c(Cl)cc2c(C)c(C)c(=O)oc12,-0.4,-3,-4,-24,-3,16,3,-4,1,11
O=C(CSc1nnc(CNC(=O)c2ccccc2F)o1)NCCc1ccccc1,-0.6,2,4,-19,4,25,15,-1,-3,0
Cc1cccc(N2CCN(C(=O)CN3CCOc4ccccc43)CC2C)c1 (stereo unspecified),-0.2,-3,0,-11,0,-8,19,10,-2,-1
CCCn1nc(Oc2nc(NCC)nc(NCC)n2)ccc1=O,-0.6,-2,-4,-7,4,21,1,16,15,-2
NC(=O)c1sc2nc3c(c(-c4cccnc4)c2c1N)CCC3,-0.1,-10,1,-34,4,23,22,11,0,36
NC(=S)N/N=C1\CC(c2ccc3c(c2)OCCCO3)Oc2ccc(F)cc21 (stereo unspecified),-0.6,0,-1,-27,-6,6,7,6,10,-1
O=C(/C=C/c1cccc([N+](=O)[O-])c1)NCCSCc1ccc(Cl)cc1,0.3,-3,-4,-26,-3,2,2,3,4,-1
CC(C)C(=O)N1CCC(c2nc(-c3ccc(S(=O)(=O)N4CCCC4)cc3)no2)CC1,-0.2,0,-1,1,5,10,2,-4,1,-3
O=C(NC(=S)Nc1cccc2cc(O)ccc12)c1ccccc1Br,0.1,2,6,-4,-2,-10,-8,-17,-3,1
O=C(COc1ccccc1)Nn1cnc2ccccc21,0.4,3,0,-25,7,-49,15,-4,-11,-10
CCCCc1ccc(S(=O)(=O)N2CCC3(CC2)OCCO3)cc1,0.0,2,-4,-35,-5,-12,18,5,-2,-1
COc1ccc(S(=O)(=O)Nc2ccc3c(c2)n(C)c(=O)n3C)cc1,-0.1,2,-6,-36,0,-14,6,2,-1,-1
CSc1ccccc1NC(=O)CN(C)C(=O)c1cccc(S(=O)(=O)N(C)C)c1,-0.7,2,2,-17,-5,6,16,9,-1,-2
COc1ccc(C(=O)C2CCCN(Cc3cccn3-c3ccccn3)C2)cc1F (stereo unspecified),-0.4,-2,1,-49,-1,-15,2,-3,-7,1
Cc1ccccc1NC(=O)CN1C(=O)NC2(CCCCC2)C1=O,0.1,0,3,-36,-1,18,18,-2,-3,0
COc1ccc(/C=N/NC(=O)c2cc(=O)[nH]c3ccccc23)cc1OC,-0.1,-2,3,-12,2,22,17,5,-2,-1
O=C(CCNS(=O)(=O)c1cccc2nonc12)NC1CCCCCC1,-0.1,-3,0,-2,-2,9,9,-7,-3,-1
c1ccc(C2=Nc3ccccc3NC(c3ccccc3)C2)cc1 (stereo unspecified),1.9,-4,-2,-53,3,-178,6,34,11,1
CCC1=NC(c2ccccc2)N(O)C1(C)C (stereo unspecified),-0.3,3,5,-16,0,4,5,-2,0,-1
O=C1N(Nc2ccccc2)C(c2ccc(Br)cc2)C12CCCC2 (stereo unspecified),-1.0,0,-3,-16,-2,23,25,3,-1,-1

# Additional compounds
SMILES,HIF activator,GSK3beta inhib,HSP90 inh,KLF5 inhibitor,IEC-6 cytotox,aSyn UTR inh,AI-2 QS modul,HSF1 activator,HSF1 inh,GSK3A inh
COc1cc(/C=N/NC(=O)C(=O)N2CCCC2)ccc1O,/,-3,-2,-18,-1,-6,35,16,-1,-2
Cc1ccc(-n2nc3c(c2NC(=O)C(C)C)CS(=O)(=O)C3)c(C)c1,1.0,0,4,2,1,-10,24,-5,-5,2
COc1cccc(CNC(=O)C(=O)NCC(c2ccco2)N2CCOCC2)c1 (stereo unspecified),-0.4,2,-1,-8,-4,3,15,9,4,-3
O=C(Nc1nnc(-c2ccncc2)o1)c1ccc(Br)s1,-0.4,-4,2,-28,7,10,45,10,-5,2
COc1ccccc1N1CCN(C(c2cc3ccc(C)cc3[nH]c2=O)c2nnnn2C2CCCC2)CC1 (stereo unspecified),0.0,1,-1,-4,-6,21,2,2,6,-1
O=C(NCc1ccc2c(c1)OCO2)C1COc2ccccc2O1 (stereo unspecified),1.8,1,1,-11,-2,1,7,24,12,-2
O=C(NC1CCCC1)C(c1ccncc1)N(Cc1cccs1)C(=O)c1csnn1 (stereo unspecified),-0.9,4,1,-39,2,14,4,-1,-3,0
CCc1cccc2sc(N(CCCN3CCOCC3)C(=O)CS(=O)(=O)c3ccccc3)nc12,0.2,2,/,/,/,0,42,5,5,5
O=C(O)CCc1ccc(-c2cccs2)n1NC(=O)c1ccc(Cl)cc1,0.0,0,-3,-1,2,-35,9,14,9,0
O=C(Nc1ccc(Oc2ccccc2)cc1)N[C@@H](Cc1ccccc1)C(=O)O,0.6,5,2,-39,2,6,5,-28,-13,-5
CCOC(=O)CCSc1nc(C)cc(C(F)(F)F)c1C#N,-0.7,2,-1,-20,-4,6,5,-4,-4,0
COC(=O)c1ccc(-n2c(C)nc(=O)c(-c3ccccc3)c2C)cc1,-0.1,2,7,-10,-2,13,25,-5,-8,-1
CC(C)c1c(O)cc(-c2ccncc2)n(-c2ccc(Cl)cc2)c1=O,-0.3,2,1,-18,1,?,23,8,13,1

# Bioassay records (PubChem BioAssay)
